Compound activity: PubChem, National Center for Advancing Translational Sciences (NCATS)
TDP1 cell CPT – qHTS for Inhibitors of human tyrosyl-DNA phosphodiesterase 1 (TDP1): qHTS in cells in presence of CPT; chicken DT40 Tdp1-/-;hTDP1 cells + 20 nM CPT, ATP luminescence, 48 h; Potency, µM (doses to about 46.2 µM), without a hit: at the top dose activity change, negative = growth inhibition, most hits filed as inhibitors; 12% of 420,000 active; also: nearly all actives have a fitted effect of over 55% in size
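Chicken DT40 Tdp1-/- cells stably complemented with human TDP1 were seeded at 400 cells/well in medium containing 20 nM camptothecin, exposed to pin-transferred compounds, and grown at 37 °C for at least 48 hr. Viability was read as ATP luminescence.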
DT40 TDP1 no CPT – qHTS for Inhibitors of human tyrosyl-DNA phosphodiesterase 1 (TDP1): qHTS in cells in absence of CPT; 15% of 420,000 active; Potency, µM (doses to about 46.2 µM), for the others: at the top dose activity change, negative = growth inhibition, most hits filed as inhibitors; DT40 Tdp1-/- hTDP1 cells, no CPT, ATP luminescence, 48 h; also: nearly all actives have a fitted effect of over 55% in size
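Growth kinetics read by CellTiter-Glo luminescence after ≥48 hr at 37 °C. Cells: DT40 Tdp1-/- stably carrying human TDP1, 400 per well, compound exposure in the absence of CPT (DMSO vehicle).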
GCN5L2 inh – qHTS Assay for Inhibitors of GCN5L2. GCN5L2 HAT assay, ThioGlo1 CoA-SH fluorescence. Histone acetyltransferase KAT2A (Homo sapiens), Q92830. Potency, µM (titrated, usually from 58.9 µM), for inactives: top-dose activity change, negative = inhibition, most hits filed as inhibitors. AID 504327, 2011. 0.21% of 390,000 active
Target sequence (Q92830 whole entry, looked up): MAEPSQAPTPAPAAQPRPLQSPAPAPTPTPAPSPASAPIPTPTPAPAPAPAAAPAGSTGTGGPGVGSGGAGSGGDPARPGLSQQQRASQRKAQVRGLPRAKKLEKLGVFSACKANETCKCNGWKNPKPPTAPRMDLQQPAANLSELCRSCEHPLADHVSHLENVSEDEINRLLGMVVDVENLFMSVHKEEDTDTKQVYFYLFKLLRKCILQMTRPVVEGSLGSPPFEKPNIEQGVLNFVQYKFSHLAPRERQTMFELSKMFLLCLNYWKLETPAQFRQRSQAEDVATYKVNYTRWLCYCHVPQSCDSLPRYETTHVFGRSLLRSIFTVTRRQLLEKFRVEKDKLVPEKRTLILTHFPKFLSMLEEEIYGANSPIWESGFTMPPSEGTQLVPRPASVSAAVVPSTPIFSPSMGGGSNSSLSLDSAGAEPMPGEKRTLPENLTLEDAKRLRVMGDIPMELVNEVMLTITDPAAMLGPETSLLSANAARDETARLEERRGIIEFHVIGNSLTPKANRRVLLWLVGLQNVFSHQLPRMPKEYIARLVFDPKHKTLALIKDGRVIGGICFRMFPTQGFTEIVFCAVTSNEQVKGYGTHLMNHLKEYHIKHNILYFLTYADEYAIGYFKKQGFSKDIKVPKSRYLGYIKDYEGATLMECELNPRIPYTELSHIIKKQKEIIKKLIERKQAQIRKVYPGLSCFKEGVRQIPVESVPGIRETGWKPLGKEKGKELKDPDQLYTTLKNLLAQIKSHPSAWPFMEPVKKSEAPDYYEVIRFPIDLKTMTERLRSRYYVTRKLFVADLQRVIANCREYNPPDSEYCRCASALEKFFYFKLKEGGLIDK
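GCN5L2 (20nM final) in 50mM HEPES, 0.1mM EDTA pH 7.5, 0.01% Tween-20 was preincubated 15 min at room temperature with compound, then given ThioGlo1 (50uM), H3(1-25) peptide (75uM) and acetyl-CoA (70uM); CoA-thiol fluorescence (Ex340/Em540) was read at 0 and 20 min.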
Starred values were filed as active, the others as inactive; ? = inconclusive; / = no result given; [ ] = dose if it differs, or a comment. Calls follow the shape of the dose curve; as a rule, active = well fitted curve in the direction sought with a large enough effect; inconclusive = small, poorly fitted or top-dose-only effect, or another doubt; inactive = no such curve, though single readings can be large; an effect the other way counts as inactive or inconclusive. % is scaled to controls: 0 for no effect and ±100 for the full control effect; potency is read from the fitted curve at half-maximal effect.

SMILES	TDP1 cell CPT	DT40 TDP1 no CPT	GCN5L2 inh
CCCCN(C)CCNC(=O)c1ccc(Cn2c(=O)[nH]c3cc(OC)c(OC)cc3c2=O)cc1	?	?	-2%
O=C(COC(=O)CCSc1ccccc1)Nc1cc(F)ccc1F	2%	-2%	-6%
CCN(CC)CC1(O)CCN(C(=O)c2ccc(Cl)c(Cl)c2)CC1	6%	6%	-9%
ON=C1c2ccccc2-c2cc(Br)ccc21	7.3µM*	?	/
O=[N+]([O-])c1ccc(F)c(N=Cc2ccc(Br)s2)c1	-4%	-29%	-1%
Cc1cc(CNC(=O)c2cc(COc3ccc(F)c(F)c3)on2)nn1C	15µM*	?	1%
Cc1ccc(CNc2nc3ccccc3n2C)cc1	-25%	?	-10%
Cc1cc(NS(C)(=O)=O)c(=O)n(Cc2c(F)cccc2Cl)c1	-1%	-1%	-4%
Cc1cc(C)c(COCc2cc(/C=N/O)c(C)cc2C)cc1/C=N/O	?	?	-4%
CNC(=O)c1cc(S(=O)(=O)N2CC(C)OC(C)C2)ccc1N1CCCCC1 (centres undefined)	-4%	-19%	-23%
CCOC(=O)c1sc2nc(CSc3ccccc3)nc(N3CCCN(C)CC3)c2c1C	26µM*	?	-4%
O=C(CNC(=O)c1ccco1)N/N=C/c1ccccc1[N+](=O)[O-]	-2%	16%	-7%
Cc1ccc2c(c1)N(C(=O)CCC(=O)N1CCN(c3ccccn3)CC1)CC(C)O2 (centres undefined)	?	?	-25%
CCC1CN(Cc2ccc(COC)o2)Cc2cc(OC)ccc2O1 (centres undefined)	13%[9.04 µM]	-7%	/
CN(CC(=O)Nc1cccc(F)c1)C(=O)c1cc(-c2cccs2)nn1-c1ccccc1	?	16µM*	-6%
CC(C)(C)OC(=O)N1CCCC(C(=O)Nc2cccc(C(=O)NCc3ccccc3)c2)C1 (centres undefined)	?	?	/
Cc1cc(N2CCCC2)ccc1NC(=O)COc1cccc(C(F)(F)F)c1	8.2µM*	4.6µM*	-7%
C=CCNCc1cc(=O)n2c(-c3ccccc3)csc2n1	15%	3%	4%
N#C/C(=C(/O)Cc1cccc2ccccc12)c1nc2ccccc2s1	?	?	-5%
CC(=O)Nc1ccc(CN(C)c2c(C)nc3ccc(C(=O)Nc4ccc(Cl)c(Cl)c4)cn23)cc1	?	?	/
O=C(OC1CC2CC1[C@H]1CCCCN1C2=O)N1CCC(c2ccccc2)CC1 (some centres undefined)	?	16µM*	/
CCS(=O)(=O)c1nc(NC(C)=O)n[nH]1	-18%	-13%	4%
CC(C)(C)C1C/C(=C/c2ccco2)C(=O)/C(=C/c2ccco2)C1 (centres undefined)	23µM*	?	-10%
O=[N+]([O-])c1cccc(-c2nc(-c3ccccn3)no2)c1	-1%	-25%	-2%
c1ccc(Cn2nnnc2C(c2ccccn2)N2CCN(c3ccccc3)CC2)cc1 (centres undefined)	?	?	0%
Cc1ccc(-c2csc(N(Cc3ccccc3)C(=O)COc3ccccc3)n2)cc1	?	?	-2%
O=C(CCCNS(=O)(=O)c1ccc(Br)cc1)N1CC[C@@]2(O)CCCC[C@H]2C1	?	?	-7%
O=C1SC(Nc2ccccc2)C(=O)N1c1ccccc1 (centres undefined)	2%	-9%	/
CC1CCCN(S(=O)(=O)c2cnc[nH]2)C1 (centres undefined)	-8%	-16%	-14%
Cn1cc(-c2nc3cnc(N4CCNCC4)nc3n(C)c2=O)c2ccccc21	5.2µM*	5.8µM*	?

Four structures out of the list, sorted by heavy-atom count, descending.
SMILES	TDP1 cell CPT	DT40 TDP1 no CPT	GCN5L2 inh
CCOC(=O)c1sc2nc(CSc3ccccc3)nc(N3CCCN(C)CC3)c2c1C	26µM*	?	-4%
Cc1ccc2c(c1)N(C(=O)CCC(=O)N1CCN(c3ccccn3)CC1)CC(C)O2 (centres undefined)	?	?	-25%
O=C(OC1CC2CC1[C@H]1CCCCN1C2=O)N1CCC(c2ccccc2)CC1 (some centres undefined)	?	16µM*	/
O=C(COC(=O)CCSc1ccccc1)Nc1cc(F)ccc1F	2%	-2%	-6%

Following part:
SMILES	TDP1 cell CPT	DT40 TDP1 no CPT	GCN5L2 inh
Cc1ccc(CNC(=O)c2ccc3c(c2)N(Cc2ccccc2Cl)C(=O)CS3)cc1	?	?	-4%
Cc1cc2c3c(c1C)C1(C(=O)N3C(C)(C)CC2C)C(C#N)=C(N)Oc2cc(O)ccc21 (centres undefined)	?	?	-7%
O=C(COC(=O)/C=C/c1cccc(C(F)(F)F)c1)Nc1ccc(Cl)cn1	-2%	18%	-5%
CCOc1cccc(NC(=O)Cc2cccs2)c1	-2%	-19%	-11%
CCCCn1c(N)c(N(CC(C)C)C(=O)CN(C)S(=O)(=O)c2ccc(C)cc2)c(=O)[nH]c1=O	?	-26%	-9%
O=C(CSc1nc2cc3ccccc3cc2[nH]1)Nc1cccc(C(F)(F)F)c1	18µM*	21µM*	-13%
COc1cc([N+](=O)[O-])cc2sc(NC(=O)C(C)(C)C)nc12	?	?	0%
O=C(O)CCc1ccc(-c2ccccc2)n1NC(=O)c1ccco1	4%	-25%	3%
CCc1ccc2nc(NC(=O)CN3C(=O)NC4(CCCC4)C3=O)sc2c1	?	?	-11%
COc1cccc(OC)c1C(=O)NCCNc1nc2cc(C)cc(C)c2cc1C#N	?	?	/
CCCCn1c(N)c(N(CC(C)C)C(=O)c2ccc(OCC3CCCO3)cc2)c(=O)[nH]c1=O (centres undefined)	-5%	-14%	-4%
COc1cc(/C=C2/SC(=S)N(CC3CCCO3)C2=O)ccc1O (centres undefined)	-19%	?	-6%
COc1cccc(CNC(=O)CN(C)S(=O)(=O)c2cccc3cccnc23)c1	-17%	-7%	-1%
CNc1nc(-c2c(C)[nH]c3ccc(OC)cc23)cs1	1%	?	28%
COCCCNC(=S)N1CCN(c2nc(-c3cccc(OC)c3)cs2)CC1	?	?	-1%
Cc1[nH]c2ccc(C(=O)OCC(=O)Nc3cccc(S(N)(=O)=O)c3)cc2c1C	?	?	-16%
Cc1cc(C)n(-c2nc3c(c(=O)[nH]c(=O)n3C)n2Cc2ccc(F)cc2)n1	-18%	-12%	-2%
O=C(Oc1ccc(-c2cnc3ccccc3n2)cc1)c1ccco1	-29%	?	1%
CCCN(CCC)C(=O)C1CC(=O)OC12CCOC(C)(C)C2 (centres undefined)	-11%	-1%	0%
CCCC1=C(C(=O)OCC)C(c2c(C)nn(-c3ccccc3)c2Cl)C(C#N)=C(N)O1 (centres undefined)	?	21µM*	/
COc1cccc(NC(=O)C2COc3ccccc3O2)c1 (centres undefined)	-26%	?	-17%
Cc1ccc(O/C=C2/Nn3c(nnc3-c3cc(-c4ccccc4)n[nH]3)S2)cc1	7.1µM*	16µM*	/
Cc1ccc(Nc2nc(N)nc(CSc3ncccn3)n2)cc1	?	-16%	-3%
CSCCC(C(=O)Nc1c(C)cccc1C)n1c(-c2cc(C)cs2)nc2ccccc21 (centres undefined)	?	?	/
COc1cccc(Nc2ncc3nc(-c4cccs4)c(=O)n(C[C@H]4CCCO4)c3n2)c1	?	-18%	-9%
CCOC(=O)N1CCN(S(=O)(=O)c2ccc3[nH]c(=O)oc3c2)CC1	-2%	1%	-3%
COc1ccc(OC)c(NC(=O)c2cnc(Nc3ccc(C)c(Cl)c3)c3ccccc23)c1	-25%	?	-14%
CC1(C)CC[C@]2(C(=O)O)CC[C@]3(C)C(=CCC4[C@@]5(C)CC[C@H](O)C(C)(C)C5[C@H](O)C[C@]43C)C2C1 (some centres undefined)	3%	-20%	?
COc1ccc(-c2cc(C(=O)Oc3ccc(C#N)cc3)no2)cc1	4%	-20%	?
COc1ccccc1CNC(=O)CN(C)S(=O)(=O)c1ccc2c(c1)c(=O)n(C)c(=O)n2C	2%	18%	-12%
COc1ccccc1CN(C)CC(=O)Nc1cccc2ccccc12	26µM*	26µM*	1%
CCn1c(=O)c2sccc2n(CC(=O)NC2CCCCC2)c1=O	-12%	-13%	2%
CCn1cc(CN2CCC(n3nccc3NC(=O)CCCc3ccccc3)CC2)c(C)n1	8%	7%	-5%
Cc1c(Cl)cccc1-c1ccc(/C=C(\C#N)c2nc3ccccc3[nH]2)o1	10µM*	4.1µM*	-4%
COc1cccc(C(=O)OCC(=O)Nc2sc3c(c2C(N)=O)CCC3)c1O	-21%	0%	-28%
NS(=O)(=O)c1ccc2nc(NC(=O)c3ccc4ncsc4c3)sc2c1	15%	1%	-6%
O=C(c1ccncc1)N1CCN(S(=O)(=O)c2cccc(F)c2)CC1	-3%	1%	-4%
COc1ccccc1/C=C/C=N/NC(=O)Cc1cccs1	9%	?	-3%
COc1cc(OC)cc(-c2nnc(SCC(=O)N3c4ccccc4Sc4ccccc43)o2)c1	-11%	-28%	/
O=C(NC(c1ccc(Cl)cc1)c1ccccn1)C1CCN(CCOc2ccc(Cl)cc2Cl)CC1 (centres undefined)	?	18µM*	/

7 compounds from above, showing only GCN5L2 inh and TDP1 cell CPT:
SMILES | GCN5L2 inh | TDP1 cell CPT
CC(C)(C)OC(=O)N1CCCC(C(=O)Nc2cccc(C(=O)NCc3ccccc3)c2)C1 (centres undefined) | / | ?
COc1cc(/C=C2/SC(=S)N(CC3CCCO3)C2=O)ccc1O (centres undefined) | -6% | -19%
COc1cccc(CNC(=O)CN(C)S(=O)(=O)c2cccc3cccnc23)c1 | -1% | -17%
O=C(CCCNS(=O)(=O)c1ccc(Br)cc1)N1CC[C@@]2(O)CCCC[C@H]2C1 | -7% | ?
Cc1cc(N2CCCC2)ccc1NC(=O)COc1cccc(C(F)(F)F)c1 | -7% | 8.2µM*
O=C(Oc1ccc(-c2cnc3ccccc3n2)cc1)c1ccco1 | 1% | -29%
c1ccc(Cn2nnnc2C(c2ccccn2)N2CCN(c3ccccc3)CC2)cc1 (centres undefined) | 0% | ?

Next records follow:
SMILES	TDP1 cell CPT	DT40 TDP1 no CPT	GCN5L2 inh
O=C(O)c1ccc(NS(=O)(=O)c2ccc(Cl)c(C(=O)Nc3ccccc3[N+](=O)[O-])c2)cc1	-4%	1%	-7%
CC1CCCN(c2cc3c(cc2[N+](=O)[O-])C(=O)N(c2ccccc2)C3=O)C1 (centres undefined)	0%	-15%	1%
Cc1ccc(C(=O)NCCn2cc(SCC(=O)Nc3nnc(C)s3)c3ccccc32)cc1	?	?	-14%
CC(C)OC(=O)C(CC(=O)O)N1CCOCC1 (centres undefined)	-2%	12%	-1%
COc1ccc(SCCc2ccncc2)cc1	1%	4%	2%
Fc1cccc(NC(=S)N2CCN(c3ccccn3)CC2)c1	-2%	-9%	1%
COc1ccccc1NS(=O)(=O)c1cc(NC(=O)CN2C(=O)NC3(CCCC3)C2=O)ccc1C	2%	-20%	-1%
CC1=C(C(=O)Nc2cccnc2)C(c2ccc(F)cc2)n2nc(SCc3ccccc3)nc2N1 (centres undefined)	-4%	-13%	2%
CC1CCCN(c2nc3c(S(=O)(=O)c4ccc(C(C)C)cc4)nnn3c3ccsc23)C1 (centres undefined)	?	?	1%
COC1=CC(=O)C(O)=C/C1=C\C=C\c1ccccc1	2.6µM*	4.6µM*	-15%

2 compounds picked at random from those above:
SMILES	TDP1 cell CPT	DT40 TDP1 no CPT	GCN5L2 inh
Fc1cccc(NC(=S)N2CCN(c3ccccn3)CC2)c1	-2%	-9%	1%
O=C(O)c1ccc(NS(=O)(=O)c2ccc(Cl)c(C(=O)Nc3ccccc3[N+](=O)[O-])c2)cc1	-4%	1%	-7%

The listing continues.
SMILES	TDP1 cell CPT	DT40 TDP1 no CPT	GCN5L2 inh
COc1ccc(C)cc1NC(=O)c1cccc(C(=O)Nc2cc(C)ccc2OC)c1	15µM*	10µM*	-8%
CCOc1ccc(C(=O)NC2CCN(C(=O)N3CCCC3)CC2)cc1	-12%	?	-8%
Cc1ccc(NC(=O)NCC2CC2(Cl)Cl)cc1 (centres undefined)	-17%	10%	-5%
Cc1cc(C)c(NC(=O)CN(C)C(=O)c2ccc(OCc3ccccc3)cc2)c(C)c1	?	?	-6%
CCCOc1ccc2cc(-c3ccccn3)c(=O)oc2c1	?	16µM*	-10%
Cn1c(=O)c(=O)n(C)c2cc(S(=O)(=O)N3CCC(Cc4ccccc4)CC3)ccc21	-6%	-23%	-2%
COc1ccc(CCN2C(=O)C(Oc3ccccc3C)C2c2ccc3c(c2)OCO3)cc1 (centres undefined)	15µM*	16µM*	-8%

Only part of the results is shown. The share of hits here may be higher or lower than overall.
